proKLK7 act = proKLK7 (human) activation, primary screen | hit rate 0.9% among 370,000 | purified proKLK7, EDANS-DABCYL substrate fluorescence; 100% is mature enzyme control, 0% vehicle | activation, % at 7 µM | P49862;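 active means activation above the mean of all tested compounds plus 3 SD, computed per campaign excluding outliers beyond control limits, cut at about 13% in these data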
Target sequence (P49862 whole entry, looked up): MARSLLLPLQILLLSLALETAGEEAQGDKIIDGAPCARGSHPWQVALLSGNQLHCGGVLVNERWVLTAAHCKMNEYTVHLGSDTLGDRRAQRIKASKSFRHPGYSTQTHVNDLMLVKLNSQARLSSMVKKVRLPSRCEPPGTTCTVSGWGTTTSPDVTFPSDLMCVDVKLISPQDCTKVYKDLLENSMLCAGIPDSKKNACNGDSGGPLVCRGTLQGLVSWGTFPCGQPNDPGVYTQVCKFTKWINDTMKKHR
DDE Tn7 FP inh = DD(E)-Tn7 binding inhibition, primary FP screen; P02675; FP displacement of FITC-Tn7 peptide from fibrin DD(E); 0% = median of compound wells per plate; inhibition, % at 8.3 µM; hit rate 0.13% among 370,000;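 active means inhibition above the mean of compounds falling within the control limits plus 3 SD of them, cut at about 14% in these data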;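 further: 0% = plate median of compound wells and 100% = 10 µM Aha-Tn7 peptide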
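Test system: human clot-derived fibrin DD(E) complex / Quantity: 2 µM final DD(E) protein / Incubation: 10 min plus 3 h, room temperature / Measured by: fluorescence polarization / Benchmarks: high control of 10 µM Aha-Tn7 peptide / Replicates: singlicate testing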
LEDGF integ inh = blocks HIV-1 LEDGF/p75-dependent DNA integration; TR-FRET IN-LEDGF/p75 DNA integration, Eu/Cy5; inhibition, % at 3.7 µM; hit rate 0.64% among 370,000; AID 743269;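 active means inhibition above the screen-wide mean plus 3 SD, cut at about 13% in these data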;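 further: signal is the Cy5 over europium emission ratio at 671 and 618 nm; 0% = plate median of compound wells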
DDE Tn6 FP inh = disrupts Tn6 cyclic peptide binding to fibrin D-Dimer-E complex. P02675. inhibition, % at 8.3 µM. hit rate 0.21% among 370,000. Fibrin DD(E) TRITC-Tn6 fluorescence polarization displacement;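 active means inhibition above a per-campaign cutoff: mean of compounds within control limits plus 3 SD, cut at about 15% in these data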;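 further: 0% = median of all compound wells on the plate and 100% = blocking peptide control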
ARFGAP1 inh = inhibits rat ARF GTPase activating protein 1; Q62848; Arfgap1-stimulated ARF1 GTP hydrolysis, GDP FP detection; inhibition, % at 16.5 µM; hit rate 0.26% among 360,000;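 active means inhibition above a per-plate limit, mean inhibition of low control wells plus 3 SD, cut at about 25% in these data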;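 further: 0% = DMSO wells with enzyme and 100% = wells lacking Arfgap1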
Target sequence (Q62848 1-136 limits assumed): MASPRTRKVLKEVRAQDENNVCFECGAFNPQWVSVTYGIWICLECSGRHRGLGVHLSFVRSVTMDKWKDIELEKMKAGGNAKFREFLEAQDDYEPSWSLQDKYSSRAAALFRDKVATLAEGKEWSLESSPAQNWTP
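Repeats: one replicate per compound; assay system: rat Arfgap1 catalytic domain, aa 1-136; times: enzyme reaction 120 min at 25 °C after 20 min preincubation; detection: FP of antibody-bound GDP Alexa 633 tracer, ex 620/em 688 nm; benchmarks: high control wells lacking Arfgap1, low control full reaction with DMSO; reagent: human ARF1(Δ1-17)-GTP substrate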
ASAP1 inh = ASAP1 ArfGAP inhibition; Q9ULH1; ASAP1-stimulated ARF1 GTP hydrolysis, GDP FP detection; inhibition, % at 16.5 µM; hit rate 0.19% among 360,000; in the data active means inhibition above about 25%;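 further: 0% = vehicle with enzyme and substrate and 100% = no enzyme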
TDP2 inh = blocks human TDP2 phosphodiesterase activity; inhibition, % at 12.8 µM; hit rate 0.34% among 370,000; AID 720702; recombinant TDP2, T5PNP hydrolysis, p-nitrophenol absorbance 415 nm; O95551;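 active means inhibition above the mean of all tested compounds plus 3 SD, set per campaign, cut at about 25% in these data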;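 further: 0% = DMSO with enzyme and 100% = buffer with substrate but no TDP2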
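System – recombinant human TDP2 · Quantity – TDP2 enzyme at 120 nM final · Doses – single concentration, 12.8 µM nominal, with 1% DMSO · Incubation – 2 h at 37 °C · Measured by – epi absorbance of p-nitrophenol freed from T5PNP by hydrolysis · Read-out – % inhibition relative to enzyme-containing and enzyme-free wells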
ADAM10 inh = inhibits human ADAM10; O14672; recombinant ADAM10, EDANS/DABCYL FRET peptide cleavage, 3 h; inhibition, % at 7 µM; hit rate 0.62% among 370,000; AID 720582;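 active means inhibition above a per-campaign cutoff equal to the mean of compounds falling between control-based bounds plus 3 SD, cut at about 20% in these data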;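 further: 0% = DMSO wells while the 100% control is not disclosed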
ADAM17 inh = ADAM17 inhibition, QFRET primary screen. hit rate 0.83% among 370,000. P78536. inhibition, % at 6.95 µM. recombinant ADAM17, EDANS/DABCYL FRET peptide cleavage. AID 720648;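 active means inhibition above the mean of compounds lying between control limits plus 3 SD, set per campaign, cut at about 8.5% in these data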;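 further: 0% = DMSO-only wells as the low control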
Target sequence (P78536 215-824 limits assumed): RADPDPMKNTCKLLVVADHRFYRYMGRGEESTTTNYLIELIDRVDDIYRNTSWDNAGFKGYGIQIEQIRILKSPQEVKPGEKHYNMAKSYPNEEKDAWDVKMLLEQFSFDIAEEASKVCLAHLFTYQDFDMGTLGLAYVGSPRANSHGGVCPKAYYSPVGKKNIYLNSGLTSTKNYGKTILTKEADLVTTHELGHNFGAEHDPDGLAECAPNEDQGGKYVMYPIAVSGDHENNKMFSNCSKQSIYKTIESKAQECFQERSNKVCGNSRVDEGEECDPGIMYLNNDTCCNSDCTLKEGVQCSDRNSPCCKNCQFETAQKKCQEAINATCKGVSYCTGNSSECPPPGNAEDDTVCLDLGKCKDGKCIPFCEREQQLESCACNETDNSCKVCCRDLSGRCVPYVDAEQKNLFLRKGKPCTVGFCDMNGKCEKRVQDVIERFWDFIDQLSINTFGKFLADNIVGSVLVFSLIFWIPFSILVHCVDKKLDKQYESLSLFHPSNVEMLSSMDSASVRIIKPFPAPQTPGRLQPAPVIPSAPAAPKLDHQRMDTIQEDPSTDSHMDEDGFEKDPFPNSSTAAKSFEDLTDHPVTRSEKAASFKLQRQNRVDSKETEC
PLCg1 inh = blocks human PLC-gamma1 enzyme activity | purified PLC-gamma1, fluorogenic substrate, fluorescence | AID 720700 | hit rate 0.84% among 370,000 | inhibition, % at 12.2 µM; in the data active means inhibition above about 9.5%
The depositor's hits bear a star; i = inactive; nt = no result given.

proKLK7 act,DDE Tn7 FP inh,LEDGF integ inh,DDE Tn6 FP inh,ARFGAP1 inh,ASAP1 inh,TDP2 inh,ADAM10 inh,ADAM17 inh,PLCg1 inh,Structure
-0.4,-1,-1,3,-6,-1,-2,-3,-4,-14,COC(=O)c1ccc(C23CC4(C2)[C@H](CN(Cc2ccc(C(F)(F)F)cc2)[C@@H]4c2ccccc2)C3c2ccc(Cl)nc2)cc1 (some centres undefined)
-0.2,-4,1,-4,-5,6,6,2,-2,0,CCCNC(=O)c1ccccc1NC(=O)c1ccccc1N(C)S(C)(=O)=O
-2.9,3,-1,-7,11,-18,-5,-20,-12,-28,COc1cc(C(=O)N=c2sc3c(C)ccc(OC)c3n2C)cc(OC)c1OC
0.7,4,-1,-2,nt,nt,6,-6,-7,0,C#CCN1CC(N(C)CCOC(=O)c2ccc(OC)c(OC)c2)CS1(=O)=O (centres undefined)
-0.9,-4,-3,0,-3,4,9,1,-2,4,Cc1ccc(CNC(=O)c2ccc(N3CCC4(CC3)CC(c3cccc(Br)c3)=NO4)c(NC(=O)c3c(Cl)cccc3Cl)c2)cc1
-0.3,-1,-1,3,-10,-1,-10,-4,-3,2,COC(C[C@@H](O)C[C@H](O)[C@H](C)OCc1ccccc1)OC
1.5,0,4,-3,-2,0,-2,6,5,-2,COc1cc(C(=O)N2CCCC(c3cc(C(=O)NCc4ccc(F)cc4)no3)C2)cc(OC)c1C (centres undefined)
nt,-5,5,-11,nt,nt,0,-6,-3,3,CCOC(=O)C1CCN(C(=O)C(C)(C)NC(=O)Nc2ccc(OC)c(Cl)c2)CC1
0.2,-1,2,-1,5,-15,9,4,0,1,O=S1(=O)N[C@@H](Cc2ccccc2)COc2cc(N3CCC[C@@H]3CO)ccc21
0.5,-6,-8,-18,2,16,-8,-2,-1,-4,Cc1ccc(NC(=O)COC(=O)c2oc3ccccc3c2C)cc1S(=O)(=O)N1CCOCC1
-0.5,-5,0,-3,-4,10,4,-4,-4,0,COc1ccc(N2CCN(C(=O)Cn3cnc4c(cnn4-c4ccccc4)c3=O)CC2)cc1
0.6,8,1,-5,12,-2,0,-5,0,2,Cc1[nH]c(=O)[nH]c(=S)c1C(=O)Nc1ccc(Cl)c(Cl)c1
-0.7,-7,0,-2,2,-6,7,-8,-5,0,Fc1ccc(N=c2ssnc2Cl)c(F)c1
0.7,6,-2,7,4,6,5,6,1,0,CC(O)C(NS(=O)(=O)c1ccc(Cl)cc1)C(=O)OCC(=O)N1CCN(c2ccccc2)CC1 (centres undefined)
0.2,-1,0,-1,1,-7,-16,15,5,5,CC(=O)N1CCn2c3ccc(C)cc3c3cccc1c32
-0.2,4,1,-4,-6,-11,8,0,-1,1,CCS(=O)(=O)N1CCC(C(=O)NCCN2CCN(Cc3ccccc3)CC2)CC1
0.3,-5,4,-2,14,-5,20,4,-2,-1,CC(=O)c1cn(N2CCCCC2)c(=O)[nH]c1=O
0.3,-5,1,4,7,16,-6,-4,3,1,CCOP(=O)(OCC)C(Nc1ccc(OC)cc1)c1ccco1 (centres undefined)
-0.7,2,0,6,2,11,5,7,2,2,COc1cccc(C(C)(O)c2nc(-c3cc(F)cc(F)c3)cs2)c1 (centres undefined)
0.2,-5,-1,-10,2,-16,23,0,-4,-1,NC(=O)c1cc(NC(=O)CCCc2nc3ccccc3s2)cc(C(N)=O)c1
-0.1,-13,-1,-8,6,-2,7,-4,0,-2,COc1ccc(C2C(C(=O)Nc3ccccc3)=C(C)Nc3nc(CCCO)nn32)cc1 (centres undefined)
10,-2,-5,-1,2,2,10,i,-482,-451,Nc1ccccc1NC(=O)c1ccccc1N
0.3,0,4,6,2,10,-6,-14,-8,-6,Cc1oc(-c2ccccc2F)nc1CS(=O)(=O)CC(=O)NCc1ccco1
-0.3,-1,0,2,10,2,3,-12,-4,-3,COc1ccc(CN=Nc2cc(C)nc(NS(=O)(=O)c3ccccc3Cl)n2)cc1
0.3,-10,2,-5,4,17,1,-6,-3,3,Cc1nc(NCC(c2ccccc2)N(C)C)c2c(C)c(C)sc2n1 (centres undefined)
-0.2,0,-2,3,5,-7,8,-2,-6,9,COc1ccc(Cl)cc1C(=O)Nc1nnn(C)n1
-0.3,-3,-1,-1,0,3,-4,-3,-4,-5,O=C(O)c1cc(N/N=C/c2cccc3ccccc23)ccc1Cl
0.8,4,2,4,3,-2,1,3,-3,2,C#CCOCCOCCOCCNc1nc(N2CCN(C(=O)[C@H]([C@@H](C)CC)n3cc(CCC(=O)O)nn3)CC2)nc(N2CCN(C(=O)[C@H](CCCCN)n3cc(CCCC)nn3)CC2)n1
0.0,-2,-2,-1,3,-5,16,-2,-5,0,Clc1ncccc1OCc1ccccc1
0.5,4,1,-10,4,-6,-11,5,0,4,CCOc1ccccc1CNS(=O)(=O)c1ccc2c(c1)C(C)(C)C(=O)N2C
-0.2,-1,0,1,3,-10,2,3,1,7,Cc1ccc(S(=O)(=O)Cn2nnnc2C(C(C)C)N2CCSCC2)cc1 (centres undefined)
0.0,0,1,6,0,3,-6,2,-2,0,C(=CCSc1ccccn1)CSc1ccccn1
-0.1,-3,-2,4,2,5,-2,-2,2,8,O=C(OC(C(=O)NC1CCCCC1)c1ccccc1)c1ccco1 (centres undefined)
0.3,-4,2,-2,-5,15,-10,3,-2,-3,COc1ccc(C(=O)Nc2nnc(-c3ccccc3)s2)cc1
0.4,3,0,11,-5,-4,-9,-8,2,-1,Cc1csc2nc(O)c(C(=O)NCC3CCCO3)c(=O)n12 (centres undefined)
0.1,-4,4,-3,5,5,-6,-11,-5,5,COc1ccccc1NC(=O)COC(=O)CNC(=O)C1CCCCC1
0.1,2,-2,-4,11,16,1,-2,-1,-2,Cc1ccc(NC(=O)CSc2nc3ccccc3c3nc(CCc4c(C)n[nH]c4C)nn23)cc1F
-9.9,-8,-4,-2,5,9,2,-82,-26,-446,COc1ccc(Sc2ccc(-c3nc4cnccn4c3NC3CCCCC3)cc2OC)cc1
-0.1,-6,-1,-8,-6,-20,1,-1,-4,-1,COc1ccccc1NC(=O)CC1C(=O)Nc2ccccc2N1C(=O)c1ccccc1 (centres undefined)
0.6,-6,-1,-5,5,-6,-6,0,1,0,CCOc1ccccc1NC(=O)c1cc(C(=O)Nc2ccccc2OCC)cc(N2C(=O)CCC2=O)c1

Some of these compounds in order of heavy-atom count, falling.
proKLK7 act,DDE Tn7 FP inh,LEDGF integ inh,DDE Tn6 FP inh,ARFGAP1 inh,ASAP1 inh,TDP2 inh,ADAM10 inh,ADAM17 inh,PLCg1 inh,Structure
0.8,4,2,4,3,-2,1,3,-3,2,C#CCOCCOCCOCCNc1nc(N2CCN(C(=O)[C@H]([C@@H](C)CC)n3cc(CCC(=O)O)nn3)CC2)nc(N2CCN(C(=O)[C@H](CCCCN)n3cc(CCCC)nn3)CC2)n1
0.6,-6,-1,-5,5,-6,-6,0,1,0,CCOc1ccccc1NC(=O)c1cc(C(=O)Nc2ccccc2OCC)cc(N2C(=O)CCC2=O)c1
-9.9,-8,-4,-2,5,9,2,-82,-26,-446,COc1ccc(Sc2ccc(-c3nc4cnccn4c3NC3CCCCC3)cc2OC)cc1
-0.1,-6,-1,-8,-6,-20,1,-1,-4,-1,COc1ccccc1NC(=O)CC1C(=O)Nc2ccccc2N1C(=O)c1ccccc1 (centres undefined)
0.5,4,1,-10,4,-6,-11,5,0,4,CCOc1ccccc1CNS(=O)(=O)c1ccc2c(c1)C(C)(C)C(=O)N2C
-0.2,-1,0,1,3,-10,2,3,1,7,Cc1ccc(S(=O)(=O)Cn2nnnc2C(C(C)C)N2CCSCC2)cc1 (centres undefined)
0.1,-4,4,-3,5,5,-6,-11,-5,5,COc1ccccc1NC(=O)COC(=O)CNC(=O)C1CCCCC1
-0.1,-3,-2,4,2,5,-2,-2,2,8,O=C(OC(C(=O)NC1CCCCC1)c1ccccc1)c1ccco1 (centres undefined)
-0.3,-3,-1,-1,0,3,-4,-3,-4,-5,O=C(O)c1cc(N/N=C/c2cccc3ccccc23)ccc1Cl
0.0,0,1,6,0,3,-6,2,-2,0,C(=CCSc1ccccn1)CSc1ccccn1
0.0,-2,-2,-1,3,-5,16,-2,-5,0,Clc1ncccc1OCc1ccccc1

The list continues:
proKLK7 act,DDE Tn7 FP inh,LEDGF integ inh,DDE Tn6 FP inh,ARFGAP1 inh,ASAP1 inh,TDP2 inh,ADAM10 inh,ADAM17 inh,PLCg1 inh,Structure
0.5,4,5,16*,5,10,-16,-6,5,9.6*,O=C(O)CCN(Cc1ccccc1)S(=O)(=O)c1ccc(Cl)cc1F
-0.3,8,-5,9,5,-8,-6,4,-4,1,COc1ccc(NC(=O)COC(=O)CC23CC4CC(CC(C4)C2)C3)c([N+](=O)[O-])c1
-0.4,3,-8,1,-3,-7,-1,1,0,0,O=C(Cc1ccc([N+](=O)[O-])cc1)NC(C(=O)O)C(O)c1cccc([N+](=O)[O-])c1 (centres undefined)
0.8,-7,-4,4,-4,-3,1,9,2,-3,Cc1ccc(C(=O)N2CCN(c3cccc(Cl)c3)CC2)cc1C
-0.5,0,-3,7,-13,-14,-14,1,0,1,CC(C)CCNC(=O)C1(c2cccs2)CCOCC1
1.3,1,0,2,0,3,9,-21,-6,-6,CCOC(=O)CC(NC(=O)CCS(=O)(=O)c1ccc2c(c1)n(C)c(=O)c(=O)n2C)c1ccc(C)cc1 (centres undefined)
-0.3,1,-4,-4,5,12,-2,-1,-2,2,CCCCCCCCCCOC(=O)C[N+](C)(C)C/C=C(/C)Cl
-0.3,1,7,-4,-2,-8,-10,10,10*,11*,O=C(Nc1cccc(O)c1)c1ccc(S(=O)(=O)N2CCCCCC2)cc1
0.1,-11,1,3,5,3,6,1,-2,1,CCN(Cc1ccccc1)Cc1ccc(OCc2ccccc2)cc1
0.7,6,1,1,-2,8,5,-9,-1,-2,O=C(NC1CCCCCC1)C1CCC(=O)N(Cc2ccccc2F)C1 (centres undefined)
0.1,-1,0,-1,-6,6,9,-4,-2,0,CCOc1ccc(N2C(=O)CC(Sc3nc(O)c(CC)c(=O)[nH]3)C2=O)cc1 (centres undefined)

Source: PubChem
